# KKLEB tox – cytotoxicity in KKLEB CF airway cells, primary screen, cytotoxicity control for CF NF-kB inhibitor project, cell-based, uHTS, fluorescence assay plates. KKLEB CF airway cells viability, ATPlite luminescence, overnight; hits give low values; cells stimulated with P. aeruginosa culture filtrate. activity change (cytotoxicity), % at 5 µM. 360,000 compounds, 0.36% hits. AID 602141, 2011;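 active = corrected activity change at or below -50% at 5 µM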
# TWEAK Fn14 block – inhibitors of TWEAK-Fn14 signaling, primary screen, luciferase reporter cells, uHTS. 360,000 compounds, 2% hits. TWEAK-stimulated Fn14 reporter cells, luciferase luminescence, 8 h. AID 1159606, 2016. inhibition, % at 10 µM; in the data active = inhibition above about 50%
# NCOA3 inh – SRC3 coactivator transcriptional activity inhibitors, primary screen, cell-based, luminescence | Nuclear receptor coactivator 3 (Homo sapiens), Q9Y6Q9 | HEK293 GAL4-SRC3 luciferase reporter | inhibition, % at 3.6 µM | 360,000 compounds, 0.17% hits;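 active = inhibition above a per-campaign cutoff, the mean of all compounds plus 3 SD, cut at about 60% in these data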;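 also: 0% = DMSO-treated cells and 100% = gossypol-treated cells at 36 µM; higher means less SRC3-driven luciferase light from the GAL4 reporter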
# Target sequence (Q9Y6Q9 whole entry, looked up, the tested form may be a part): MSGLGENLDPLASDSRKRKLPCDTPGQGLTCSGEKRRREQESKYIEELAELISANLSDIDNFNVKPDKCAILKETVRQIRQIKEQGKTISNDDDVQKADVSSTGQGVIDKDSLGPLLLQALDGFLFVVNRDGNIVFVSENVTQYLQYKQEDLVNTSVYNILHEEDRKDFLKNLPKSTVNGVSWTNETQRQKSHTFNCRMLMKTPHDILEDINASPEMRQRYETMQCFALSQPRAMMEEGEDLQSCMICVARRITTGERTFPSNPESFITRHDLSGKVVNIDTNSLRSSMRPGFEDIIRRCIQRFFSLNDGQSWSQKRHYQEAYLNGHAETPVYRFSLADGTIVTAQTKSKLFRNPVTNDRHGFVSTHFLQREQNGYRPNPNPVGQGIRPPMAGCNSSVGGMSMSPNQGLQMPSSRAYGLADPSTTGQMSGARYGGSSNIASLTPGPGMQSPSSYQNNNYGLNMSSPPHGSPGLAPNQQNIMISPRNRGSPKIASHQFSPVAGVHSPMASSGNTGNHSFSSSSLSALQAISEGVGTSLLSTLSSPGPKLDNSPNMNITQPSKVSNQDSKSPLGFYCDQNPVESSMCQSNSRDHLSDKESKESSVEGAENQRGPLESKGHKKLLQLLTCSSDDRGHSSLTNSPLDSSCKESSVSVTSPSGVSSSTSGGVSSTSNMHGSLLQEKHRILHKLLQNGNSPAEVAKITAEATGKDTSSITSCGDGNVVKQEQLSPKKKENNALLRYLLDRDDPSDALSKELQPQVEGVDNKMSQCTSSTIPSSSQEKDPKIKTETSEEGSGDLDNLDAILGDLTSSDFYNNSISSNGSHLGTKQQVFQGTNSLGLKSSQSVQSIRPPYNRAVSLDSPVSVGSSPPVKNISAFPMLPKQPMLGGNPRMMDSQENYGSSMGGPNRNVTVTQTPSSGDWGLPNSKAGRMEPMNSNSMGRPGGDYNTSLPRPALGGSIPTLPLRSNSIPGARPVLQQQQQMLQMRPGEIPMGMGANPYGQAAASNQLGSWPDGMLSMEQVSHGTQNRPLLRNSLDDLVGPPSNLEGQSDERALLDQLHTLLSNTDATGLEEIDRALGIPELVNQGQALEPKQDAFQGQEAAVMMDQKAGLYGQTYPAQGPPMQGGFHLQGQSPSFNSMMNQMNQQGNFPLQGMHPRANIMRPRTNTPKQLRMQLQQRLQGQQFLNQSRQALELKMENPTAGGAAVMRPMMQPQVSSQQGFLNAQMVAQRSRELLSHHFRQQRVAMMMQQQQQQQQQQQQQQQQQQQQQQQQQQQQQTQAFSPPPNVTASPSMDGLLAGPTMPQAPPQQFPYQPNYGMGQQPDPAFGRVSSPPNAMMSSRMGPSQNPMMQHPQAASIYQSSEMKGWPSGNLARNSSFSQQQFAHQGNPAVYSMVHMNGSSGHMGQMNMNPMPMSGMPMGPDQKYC
# LRH-1 inv ag – LRH-1 (NR5A2) inverse agonists, primary screen, cell-based, luminescence, HEK293T, StAR-luciferase reporter; LRH-1 transfected, 24 h; 360,000 compounds, 0.13% hits; inhibition, % at 3.6 µM;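 active = inhibition above the mean inhibition of all tested compounds plus 3 SD, cut at about 73% in these data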;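 also: 0% = DMSO wells and 100% = reporter-only cells lacking LRH-1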
# TRAIL sens C8 – viability loss with TRAIL in NB7+C8 cells, primary screen, TRAIL sensitizer project, cell-based, ATPlite luminescence. 360,000 compounds, 1% hits. inhibition (viability loss, TRAIL sensitization), % at 10 µM. AID 624354, 2012;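 active = compounds causing at least 50% loss of cell viability in the single-dose screen, relative to plate controls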
# NCOA2 inhibitor – inhibition of GAL4-SRC2 driven luciferase reporter, primary screen, SRC2 inhibitor project, cell-based, luminescence. HEK293 GAL4-SRC2 luciferase reporter. inhibition, % at 9 µM. 370,000 compounds, 0.17% hits;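 active = inhibition above the mean inhibition of all tested compounds plus 3 SD, set per campaign, cut at about 52% in these data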;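 also: 0% = DMSO treated cells and 100% = cells given Gossypol at 36 µM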
# COUP-TFII inh – NR2F2 transcriptional activity inhibitors, primary screen, cell-based, luciferase reporter, HEK293T, luminescence. HEK293T NGFI-A luciferase reporter. 370,000 compounds, 0.7% hits. inhibition, % at 8.6 µM. COUP transcription factor 2 (Homo sapiens), P24468. AID 686940, 2013;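 active = inhibition above a per-plate cutoff, mean inhibition of test wells between control levels plus 3 SD, cut at about 38% in these data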;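 also: cells cotransfected with COUP-TFII expression vector driving the NGFI-A reporter; 0% = median of COUP-TF2 test wells and 100% = reporter-only cells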
# CF NFkB inh – inhibitors of PAF-induced NF-kB signaling, primary screen, cell-based, GFP fluorescence, uHTS. KKLEB NF-kB-GFP reporter, GFP fluorescence overnight. inhibition, % at 5 µM. 360,000 compounds, 0.86% hits. AID 588850, 2011;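 active = at least 50% inhibition at 5 µM, scaled per plate between neutral and stimulator controls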;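 also: PAF is a Pseudomonas aeruginosa culture filtrate used as stimulus; plate controls were PAF-stimulated DMSO wells for no effect and unstimulated DMSO wells for full effect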
# LMP1 NFkB inh – EBV LMP1-driven NF-kappaB luciferase reporter inhibitors, primary screen, cell-based, luminescence, single point | LMP1-induced NF-kappaB luciferase reporter cells | inhibition, % at 12.5 µM | 350,000 compounds, 0.69% hits; in the data active = inhibition above about 41%;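 also: 0% = neutral control wells and 100% = reference inhibitor control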
# NCOA1 inh – SRC1 coactivator transcriptional activity inhibitors, primary screen, cell-based, luminescence | HEK293 GAL4-SRC1 luciferase reporter | Nuclear receptor coactivator 1 (Homo sapiens), Q15788 | 360,000 compounds, 0.12% hits | inhibition, % at 3.6 µM | AID 588354, 2011;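 active = inhibition above the campaign mean plus 3 SD, with each screening campaign given its own cutoff, cut at about 60% in these data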;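 also: 0% = DMSO treated cells and 100% = gossypol at 36 µM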
# TROY signal inh – inhibitors of TROY-driven NF-kB signaling, primary screen, Q293 LMP1-TROYcd cells, NF-kB luciferase, uHTS | inhibition, % at 10 µM | 360,000 compounds, 0.98% hits | Q293 LMP1-TROYcd NF-kB luciferase reporter, 4 h;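 active = compounds whose plate-normalised and pattern-corrected inhibition of the luciferase reporter signal at the single screening dose is 50% or more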
# Starred values were filed as active, the others as inactive; / = not tested or not shown.
# Results follow in this order: KKLEB tox	TWEAK Fn14 block	NCOA3 inh	LRH-1 inv ag	TRAIL sens C8	NCOA2 inhibitor	COUP-TFII inh	CF NFkB inh	LMP1 NFkB inh	NCOA1 inh	TROY signal inh
> CCCC(=O)Nc1nc2c(OC)ccc(OC)c2s1
  -13	-2	-7	-24	-7	-13	-22	-6	0	15	-6
> COc1ccc(N(C)C(=O)c2onc3c2CCCC3)cc1
  11	-3	7	-6	-3	-3	12	-1	0	6	2
> O=C(CC(C(=O)N1CCc2ccccc21)n1ccnc1)NCc1ccccc1 (stereo not drawn)
  -1	-19	-11	-27	-19	-24	12	-7	5	-22	-17
> CCCCN(CC)CCNC(=O)c1ccc2c(Cl)c3c(nc2c1)CCC3
  -7	9	2	-28	3	-17	32	-1	-3	-23	23
> COc1cccc(CNC(=O)C2CCCN(S(=O)(=O)c3c(C)noc3/C=C/N(C)C)C2)c1 (stereo not drawn)
  2	-4	10	12	4	2	8	14	3	-2	5
> Cc1c(S(=O)(=O)Nc2cc(Cl)ccc2Cl)c(=O)n(C)c(=O)n1C
  -2	-13	-6	-43	-6	-12	-5	-6	-3	10	-11
> O=C(O)c1cc(N/N=C/c2c[nH]c3ccccc23)ccc1Cl
  -4	-17	-33	-11	10	-17	-8	-12	-22	-56	-12
> COc1cccc(N2CCN(Cc3nc(N)nc(Nc4ccccc4OC)n3)CC2)c1
  8	13	-8	5	-7	-16	6	-9	8	4	11
> O=C(N1CCN(c2ccccc2)CC1)C1(S(=O)(=O)c2ccc(Cl)cc2)CC1
  -2	16	-29	10	-13	1	0	4	-1	-26	12
> Cc1ccc(S(=O)(=O)NN2C(=O)c3ccccc3NC2C)cc1 (stereo not drawn)
  9	5	-6	-3	5	29	-6	22	-9	-14	5
> N#Cc1ccc(CC(C(=O)O)N2Cc3ccccc3C2=O)cc1 (stereo not drawn)
  10	6	-27	-17	-3	-43	-1	-8	0	15	-6
> O=C(NC1CC2CCCC(C1)N2Cc1ccccc1)c1ccc([N+](=O)[O-])cc1 (stereo not drawn)
  -7	-8	-4	-4	-8	9	-10	-11	6	-3	-2
> O=C(N/N=C/c1ccc(O)cc1)c1ccncc1
  8	-6	0	-1	5	-8	-2	-12	-4	-27	7
> COCCCN1CCc2[nH]c(=S)[nH]c(=O)c2C1
  5	10	11	-2	20	-14	0	9	-3	7	-5
> O=C(NCc1ccc(Cl)cc1)C(=O)NCC1OCCN1C(=O)c1cccs1 (stereo not drawn)
  -7	18	16	5	-17	-18	1	9	3	11	-21
> O=C(COc1cccnc1[N+](=O)[O-])N1CCc2ccccc21
  2	-18	0	-15	25	-3	-6	1	-9	5	-15
> c1ccc(CCCNCC2COc3ccccc3O2)cc1 (stereo not drawn)
  -1	3	7	0	-3	2	-1	15	7	1	2
> O=C(CC[C@H]1O[C@@H](n2ccc(=O)[nH]c2=O)[C@H](O)[C@@H]1O)NCc1ccccc1
  10	-24	1	23	-21	15	-1	1	/	9	-8
> CCCCCCCN1CCC(=O)N(CCO)CC1
  0	-4	5	-19	-9	-3	-1	-14	-2	-10	-5
> Cc1ccccc1NC(=S)c1nc2ccccc2[nH]1
  -11	-26	-35	-43	23	-37	-25	-5	-12	-68	-81
> O=C1OC[C@@H]2CCCN2C(=O)[C@@H](CC(=O)N(CCO)Cc2ccccc2)C/C=C\C[C@@H]1Cc1ccc(F)cc1
  3	0	-6	5	1	-9	-13	-19	-2	1	8
> CCC(=O)Nc1ccc(C(=O)OCc2ccc(Cl)c(Cl)c2)cc1
  -16	0	-12	8	-1	-1	-7	-7	0	-2	1
> Cc1ccc(S(=O)(=O)N(C)Cc2nc(-c3ccccn3)no2)cc1
  -5	32	13	2	-4	-14	-5	-4	-3	-11	37
> NC(=S)N/N=C/c1c(O)c(Br)cc2oc3c(c12)CCCC3
  5	37	15	-5	6	-39	6	-21	17	-17	-15
> COc1cc(NC(=O)NCC2CCN(Cc3ccc(C)cc3)CC2)cc(OC)c1OC
  3	8	-8	-8	-8	-34	-5	-2	7	1	4
> COC(=O)c1ccc(CSc2nnc(NC(=O)C3CC(=O)N(c4ccc5c(c4)OCCO5)C3)s2)cc1 (stereo not drawn)
  5	54*	14	-4	-3	4	3	-9	2	15	44
> CN(C)c1ccc(C=NCCC2(O)CCOC(C)(C)C2)cc1 (stereo not drawn)
  -6	7	13	18	-1	0	9	3	4	-12	-11
> CC1(C)SCC2C(=O)N3C(CSC3(C)C)C(=O)N21 (stereo not drawn)
  8	0	8	-5	7	-2	-5	-11	-1	-3	-16
> COC(=O)c1ccc(CSc2nnc(-c3ccncc3)o2)o1
  -1	3	6	8	22	-15	-4	6	-2	-8	-14
> Nc1nnc(-c2cccnc2)s1
  3	1	15	-5	6	6	12	1	-5	-24	3

# 3 compounds from above, ordered by SMILES length, rising:
# Results follow in this order: KKLEB tox	TWEAK Fn14 block	NCOA3 inh	LRH-1 inv ag	TRAIL sens C8	NCOA2 inhibitor	COUP-TFII inh	CF NFkB inh	LMP1 NFkB inh	NCOA1 inh	TROY signal inh
> Nc1nnc(-c2cccnc2)s1
  3	1	15	-5	6	6	12	1	-5	-24	3
> COC(=O)c1ccc(CSc2nnc(-c3ccncc3)o2)o1
  -1	3	6	8	22	-15	-4	6	-2	-8	-14
> CCC(=O)Nc1ccc(C(=O)OCc2ccc(Cl)c(Cl)c2)cc1
  -16	0	-12	8	-1	-1	-7	-7	0	-2	1

# Further compounds.
# Results follow in this order: KKLEB tox	TWEAK Fn14 block	NCOA3 inh	LRH-1 inv ag	TRAIL sens C8	NCOA2 inhibitor	COUP-TFII inh	CF NFkB inh	LMP1 NFkB inh	NCOA1 inh	TROY signal inh
> O=C(COC(=O)Cc1ccccc1F)Nc1ccc2[nH]c(=O)[nH]c2c1
  12	0	9	-12	-5	15	12	-12	3	-4	26
> Cc1cccc(-c2cnc3cccnn23)c1
  1	38	10	-23	-9	-12	16	47	/	1	-15
> Cc1cccc(C)c1NC(=O)CSc1nnc(-c2ccco2)c(-c2ccco2)n1
  2	-15	-10	49	4	/	/	-12	-8	3	9
> Cc1c(C(=O)NC2CCC(C)CC2)oc2ccccc12 (stereo not drawn)
  3	-31	-79	-78	-8	-54	-47	-23	-12	-72	-42
> COc1ccc(-c2noc(CCC(=O)N3CCN(c4cccc(C(F)(F)F)c4)CC3)n2)cc1
  -10	37	7	-1	-5	-3	-1	14	5	-4	9
> N#CCSc1nnc(-c2cccnc2)n1-c1ccccc1
  -11	-6	12	9	6	9	22	19	3	-1	-5
> N=c1cc(C2(O)CCCCC2)n2c(nc3ccccc32)s1
  -6	64*	-86	-105	84*	-66	-56	-5	6	-89	27
> O=C(COC(=O)Cc1cn2ccsc2n1)Nc1nc2ccccc2s1
  4	11	-4	17	2	-14	-3	-1	-10	-32	9
> O=C1c2ccccc2C(=O)N1CCCc1c[nH]c2ccccc12
  8	-24	-1	-27	-4	-27	-11	-5	-9	-15	-2
> Cc1ccc(-c2c(C)n([O-])c3c([n+]2=O)CCC3)o1
  10	7	-12	-9	-2	0	7	8	0	0	12
> COc1ccccc1S(=O)(=O)n1cc(Cc2ccccc2)c(N)n1
  -4	-11	20	22	-5	18	18	-7	-1	-8	9
> CCOC(=O)C1=C(C)N(c2ccc(OC)cc2)C(=O)/C1=C\c1cccs1
  -1	-10	-3	-12	0	-5	0	4	4	-6	-18
> O=C1C2C3C=CC(C3)C2C(=O)N1CCCO (stereo not drawn)
  3	-12	5	5	-12	14	6	4	-11	-6	2
> c1ccc(Cn2cnc3ccccc32)cc1
  -2	29	-69	-128	1	-67	-48	2	-38	-90	32
> S=c1[nH]nc(-c2ccc3ncccc3c2)n1-c1ccc2c(c1)OCCO2
  3	-9	-3	1	-8	-52	-10	-26	-1	-30	-37
> O=C(NNC(=O)c1cc(Cl)ccc1O)c1cccc(S(=O)(=O)N2CCOCC2)c1
  18	1	-6	5	13	-11	-2	2	-6	-15	-31
> CNc1cccc(-c2cc(OC)ccc2OC)n1
  2	-2	-12	-9	-11	-4	5	6	/	8	-22

# Profiles, quoted from the list. Order of values: KKLEB tox	TWEAK Fn14 block	NCOA3 inh	LRH-1 inv ag	TRAIL sens C8	NCOA2 inhibitor	COUP-TFII inh	CF NFkB inh	LMP1 NFkB inh	NCOA1 inh	TROY signal inh
# COc1ccccc1S(=O)(=O)n1cc(Cc2ccccc2)c(N)n1 is listed with -4	-11	20	22	-5	18	18	-7	-1	-8	9
# O=C1C2C3C=CC(C3)C2C(=O)N1CCCO (stereo not drawn) is listed with 3	-12	5	5	-12	14	6	4	-11	-6	2

# Marked active in TWEAK Fn14 block, of those listed so far:
structure	TWEAK Fn14 block	NCOA3 inh	LRH-1 inv ag	NCOA2 inhibitor	COUP-TFII inh	CF NFkB inh	LMP1 NFkB inh	NCOA1 inh
COC(=O)c1ccc(CSc2nnc(NC(=O)C3CC(=O)N(c4ccc5c(c4)OCCO5)C3)s2)cc1 (stereo not drawn)	54*	14	-4	4	3	-9	2	15
N=c1cc(C2(O)CCCCC2)n2c(nc3ccccc32)s1	64*	-86	-105	-66	-56	-5	6	-89

# Four entries drawn at random from the list so far:
# Results follow in this order: KKLEB tox	TWEAK Fn14 block	NCOA3 inh	LRH-1 inv ag	TRAIL sens C8	NCOA2 inhibitor	COUP-TFII inh	CF NFkB inh	LMP1 NFkB inh	NCOA1 inh	TROY signal inh
> O=C1C2C3C=CC(C3)C2C(=O)N1CCCO (stereo not drawn)
  3	-12	5	5	-12	14	6	4	-11	-6	2
> O=C(NNC(=O)c1cc(Cl)ccc1O)c1cccc(S(=O)(=O)N2CCOCC2)c1
  18	1	-6	5	13	-11	-2	2	-6	-15	-31
> COc1ccccc1S(=O)(=O)n1cc(Cc2ccccc2)c(N)n1
  -4	-11	20	22	-5	18	18	-7	-1	-8	9
> CNc1cccc(-c2cc(OC)ccc2OC)n1
  2	-2	-12	-9	-11	-4	5	6	/	8	-22

# Source: PubChem (several laboratories)

# Compounds as they come. About 4.2% of those tested had a hit in this group.
